HCV inh – inhibitors of hepatitis C virus infection. AID 651820. Huh7.5.1 HCVcc-Cre infection, luciferase reporter, 44 h. 340,000 tested, 3.4% active. Potency, µM (doses to about 41.8 µM), inactives show top-dose activity change, negative = inhibition, hits mostly inhibitors; note: potency is the fitted concentration of half-maximal effect; % is set by controls: 0 for no effect and ±100 for the full control effect
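Cells seeded at 1,000/well and cultured 4 h, then compounds added followed by HCVcc-Cre virus (~0.5 moi). After 44 h further culture, luciferase substrate was added, plates held 15 min at room temperature, and luminescence read for 15 sec.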
Pf growth 48h – P. falciparum growth inhibition at 48 hours (one generation); P. falciparum luciferase growth in erythrocytes, 48 h; Potency, µM (highest dose often 28.7 µM), inactives show at the highest dose activity change, negative = inhibition, most hits filed as inhibitors; 310,000 tested, 5.9% active; note: potency is the fitted concentration of half-maximal effect; % is set by controls: 0 for no effect and ±100 for the full control effect
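Growth was read as firefly luciferase luminescence after a 48 h, 37 C, 5% CO2 exposure of compounds to reporter-bearing P. falciparum cultures (0.1% parasitemia, 2% hematocrit final) in Albumax-supplemented RPMI 1640.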
Cycloheximide cs – counter-screen hit for Shiga toxin inhibitors, cycloheximide; max response, %; 300,000 tested, 12% active; cell reporter, cycloheximide protein synthesis inhibition counterscreen; AID 2314; in the data active = max response mostly above about 13%, no sharp cut-off; inactive = mostly below about 14%; note: read at 38.3 µM for the half of the compounds with a filed dose; 0% is about no effect
Shiga toxin inh – Shiga toxin inhibition; Vero cells, Shiga toxin protein synthesis inhibition reporter; inhibition, % at 38.7 µM; 290,000 tested, 9.2% active; in the data active = inhibition mostly above about 28%, no sharp cut-off; inactive = mostly below about 43%; note: 0% is about no effect
FBPA Giardia inh – Giardia lamblia aldolase inhibition; 290,000 tested, 0.71% active; A8B2U2; purified Giardia FBPA; Potency, µM (top dose mostly 59.6 µM), for the others: at the top dose activity, negative = inhibition, hits mostly inhibitors; note: potency is the fitted concentration of half-maximal effect; % is set by controls: 0 for no effect and ±100 for the full control effect; nearly all actives have a fitted effect of over 55% in size
Target sequence (A8B2U2 whole entry, looked up): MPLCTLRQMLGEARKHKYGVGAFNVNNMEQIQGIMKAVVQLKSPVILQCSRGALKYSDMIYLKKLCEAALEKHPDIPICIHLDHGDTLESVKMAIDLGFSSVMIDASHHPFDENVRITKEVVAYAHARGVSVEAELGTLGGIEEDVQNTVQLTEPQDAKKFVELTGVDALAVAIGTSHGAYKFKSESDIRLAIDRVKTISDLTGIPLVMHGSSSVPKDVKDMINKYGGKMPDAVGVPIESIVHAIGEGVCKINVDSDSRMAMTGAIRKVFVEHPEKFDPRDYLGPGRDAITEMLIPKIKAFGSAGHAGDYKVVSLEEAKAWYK
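Giardia FBPA (40 nM reagent) was preincubated 10 min at RT with compound (up to 57.5 uM final), then substrate plus GAPDH/TPI/NAD/arsenate coupling system with diaphorase/resazurin was added; resorufin fluorescence (525/598 nm) was read after 20 min.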
Pf growth 96h – P. falciparum growth inhibition at 96 hours; P. falciparum luciferase reporter growth, 96 h; Potency, µM (highest dose often 28.7 µM), for inactives: top-dose activity change, negative = inhibition, usual class: inhibitors; 320,000 tested, 6.9% active; AID 504834; note: potency is the fitted concentration of half-maximal effect; % is set by controls: 0 for no effect and ±100 for the full control effect
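Luminescence readout: decreased luciferase signal marks inhibited growth of reporter-expressing P. falciparum in infected red cells (2% hematocrit, 0.05% parasitemia final), exposed to compound two generations (96 h, 37 C, 5% CO2).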
Starred values were filed as active, the others as inactive; i = inactive; ? = inconclusive; · = not tested or not shown; [ ] = another dose, or the depositor's remark. Unless noted, calls come from the whole dose curve; as a rule, active = well fitted curve in the direction sought with a large enough effect; inconclusive = small, poorly fitted or top-dose-only effect, or another doubt; inactive = no such curve, though single readings can be large; an effect the other way counts as inactive or inconclusive.

SMILES | HCV inh | Pf growth 48h | Cycloheximide cs | Shiga toxin inh | FBPA Giardia inh | Pf growth 96h
Cc1ccc(C(=O)O/N=C(\N)c2ccc(Br)cc2)cc1C | -6% | · | 42* | 130* | 1% | -18%
COc1ccc(CC(NC(C)=O)C(=O)NC2CCN(c3nnnn3-c3ccccc3)CC2)cc1OC (stereo unspecified) | · | -6% | -1 | -30 | 0% | ?
CCc1ccc(-c2cn3c(n2)SCC3)cc1 | 6% | 253%[activator] | 47* | 68* | -2% | 37%[activator]
Cc1ccc(-c2nnn(CC(=O)N(c3ccccc3)C(C(=O)NC(C)(C)C)c3cccs3)n2)o1 (stereo unspecified) | 19% | -11% | 5 | -5 | 9% | ?
S=c1[nH]c2ccc(Cl)cc2s1 | -3% | 27% | -2 | 1 | 29% | 6%
Cc1ccc(CONC(=O)c2cccc([N+](=O)[O-])c2)cc1 | ? | 22% | · | · | · | 47%[activator]
COc1ccc(-c2cc(C(=O)N3CCN(c4ccccc4)CC3)no2)cc1OC | -18% | 1% | 6 | 28 | -4% | ·
CC1N(C)c2cc(NC(=O)c3cccs3)c(P(=O)(Nc3ccc([N+](=O)[O-])cc3)N3CCOCC3)cc2C1(C)C (stereo unspecified) | ? | 13µM* | -1 | -12 | -5% | ?
CCOc1ccc(NC(=O)N(CCN(C)C)C(C)c2cccnc2)cc1 (stereo unspecified) | 29% | 18% | -1 | 0 | 1% | 6%
O=c1cc(O)nc(SCc2ccccc2)[nH]1 | 10% | -1% | 6 | -3 | 5% | ·
Cc1cc(NC(=O)C(C)SCC(=O)Nc2cc(C(F)(F)F)ccc2N2CCCCC2)no1 (stereo unspecified) | ? | ? | · | · | · | 12µM*
O=C(Nc1ccccc1NC(=O)c1c(F)cccc1F)c1c(F)cccc1F | 1% | -8% | -5 | 10 | 4% | -4%
Cc1ccc(N2C(=O)CC(Nc3ccc(Cl)c(S(=O)(=O)N(C)C)c3)C2=O)c(C)c1 (stereo unspecified) | -1% | 0% | 5 | -14 | -2% | 8%
CCOC(=O)Nc1ccccc1C(=O)Nc1cc(C)cc(C)c1 | 9% | ? | 4 | 13 | -2% | -1%
CCCc1c(C)c2ccccc2[nH]c1=O | -7% | 5% | -7 | -15 | -6% | ·
O=C1CC(SCc2nc3ccccc3[nH]2)C(=O)N1c1ccc(Cl)cc1 (stereo unspecified) | 11% | 17% | 2 | -15 | -17% | 4%
c1ccc(C2Oc3ccccc3C3CC(c4cccs4)=NN32)cc1 (stereo unspecified) | 1% | 47%[activator] | 56* | 105* | -25% | 6%
O=C(Nc1ccc2nn(-c3ccccc3)nc2c1)c1cccs1 | -13% | ? | 35* | 73* | -7% | 9%
N#C/C(=C/c1cn(CC(=O)O)c2ccccc12)C(=O)NCc1ccccc1 | 7% | 4% | -2 | -7 | 3% | ?
CCOC(=O)c1[nH]c(C)c(CCC(=O)OC)c1C | -19% | 4% | 8 | 16 | 8% | 74%[activator]
Clc1ccc(CSc2nnc(/C=C/c3ccccc3)o2)cc1 | 5% | ? | 1 | 7 | 3% | 45%[activator]
CCOc1ccccc1NC(=O)c1nc(S(=O)(=O)Cc2cccc(C)c2)ncc1Cl | 2.8µM* | 25% | 0 | -13 | · | -28%
O=C(NCC(=O)N1CCCC(C(F)(F)F)C1)c1ccccc1Br (stereo unspecified) | -5%[8.37 µM] | 32%[activator] | · | · | · | 0%
O=C(NCc1ccc2c(c1)OCO2)C12CC3CC(CC(C3)C1)C2 | 2% | -8% | -3 | -15 | 6% | ·
COC(=O)[C@@]12CCCN1[C@H](c1ccc(-c3cccc(Cl)c3)cc1)[C@H]1C(=O)N(C)C(=O)[C@H]12 | ? | 6.6µM* | · | · | · | 13µM*
CCCn1c(SCC(=O)NC2CCCC2)nnc1-c1cccnc1 | -10% | 8% | -6 | -9 | 13% | -64%
CNc1nc(C)nc(N/N=C/c2ccccc2)n1 | 16% | 101%[activator] | 28* | 53 | -26% | 21%
O=S(=O)(Cc1ccccc1)Oc1ccccc1 | 11% | 29% | 2 | 20 | -18% | -14%
Cc1ccccc1C1CC(=O)Oc2cc(O)ccc21 (stereo unspecified) | 13% | · | 1 | i | -9%[89.2 µM] | ·
CCCNC(=O)Cn1cnc2sc(C(=O)Nc3ccc4c(c3)OCO4)c(C)c2c1=O | 9% | 49%[activator] | 2 | -5 | 3% | 136%[activator]

Single entries from the results shown.
HCV inh result of `O=C(NCC(=O)N1CCCC(C(F)(F)F)C1)c1ccccc1Br` (stereo unspecified) stands at -5%[8.37 µM]
FBPA Giardia inh result of `Cc1ccccc1C1CC(=O)Oc2cc(O)ccc21` (stereo unspecified) stands at -9%[89.2 µM]
Pf growth 96h result of `CCCn1c(SCC(=O)NC2CCCC2)nnc1-c1cccnc1` stands at -64%
Shiga toxin inh result of `CCOc1ccccc1NC(=O)c1nc(S(=O)(=O)Cc2cccc(C)c2)ncc1Cl` stands at -13
HCV inh result of `O=C(NCc1ccc2c(c1)OCO2)C12CC3CC(CC(C3)C1)C2` stands at 2%
Cycloheximide cs result of `Clc1ccc(CSc2nnc(/C=C/c3ccccc3)o2)cc1` stands at 1

The listing continues.
SMILES | HCV inh | Pf growth 48h | Cycloheximide cs | Shiga toxin inh | FBPA Giardia inh | Pf growth 96h
O=C(CCCc1nc2ccccc2s1)N1CCN(c2ccccc2)CC1 | 8% | 2% | 2 | -5 | -5% | 12%
O=C(O)/C=C/C(=O)Nc1ccc(SC(F)(F)C(F)(F)C(F)(F)F)cc1 | 9% | 21% | -2 | -4 | ? | 18%
CCCCn1c(N)c(N(CCOC)C(=O)COc2ccc(C(C)=O)cc2)c(=O)[nH]c1=O | -4% | -14% | · | · | · | 2%
CN1C(=O)C(C)(C)c2cc(S(=O)(=O)N3CCCC(C(=O)NCc4ccccc4Cl)C3)ccc21 (stereo unspecified) | ? | ? | -4 | -6 | 21% | ?
Cc1ccc(OCCOC(=O)c2nc3nccc(C)n3n2)cc1 | 8% | 20% | -6 | 3 | -1% | 86%[activator]
CC1(C)Cc2noc(N)c2C(C)(C)N1O | 20% | -16% | -1 | 4 | -27% | 5%
CCOc1ccccc1OCCC(=O)OCC(=O)c1ccc[nH]1 | 15% | -2% | -2 | -17 | 0% | 30%
COc1ccc(Cc2nc(-c3cccs3)no2)cc1OC | ? | · | 24* | 29 | 0% | 0%
Cc1cc(C)n2nc(/C(C#N)=C/c3ccccc3)c(C#N)c2n1 | ? | -18% | 11 | -2 | 1% | ?
CSc1cccc(NC(=O)CC2Oc3ccccc3NC2=O)c1 (stereo unspecified) | 4% | 17% | -2 | -5 | 2% | 24%
COc1ccc(-c2[nH]nc3c2C(c2ccc(OC(=O)N4CCOCC4)cc2)C(C#N)=C(N)O3)cc1 (stereo unspecified) | · | 1% | -2 | -5 | ? | 13µM*
Brc1cc2c(cc1C1Nc3ccccc3C3C=CCC31)OCO2 (stereo unspecified) | -7% | ? | -1 | -15 | 1% | 7%
Cc1ccccc1NN1C(=O)C=CC1=O | 16% | ? | -3 | 6 | -2% | ?
COc1ccccc1[C@H]1C(c2cccc(C)c2)=NN(c2ccccc2)[C@@H]1CO | ? | · | 12 | i | -11%[89.2 µM] | ·
CSc1nc(Oc2ccc(Cl)cc2)c2sccc2n1 | 2% | ? | -3 | 6 | 1% | 9.3µM*
COC(=O)C1=C(C(=O)OC)[C@@H]2N(C)c3ccccc3[C@@]23C[C@@H](C(=O)OC)N(C(=O)c2cccs2)C3=N1 | 23% | 32%[activator] | -6 | -8 | -2%[12.9 µM] | 46%[activator]
O=C(CSc1nc2c(c(=O)n1-c1ccc(F)cc1)SCC2)N1CCCC1 | 14% | 3% | 1 | -4 | 0% | 30%
Fc1ccc(NC(=S)Nc2ccc(Cl)cc2Cl)cc1 | ? | 29% | 22* | 8 | -3% | 23%
COc1cccc(C2=CC(=O)C[C@H](c3ccc(F)cc3)C2)c1OC | -6% | 0% | · | · | · | 2%
Cc1c(NC(=S)NC(=O)c2cccc3ccccc23)cccc1C(=O)O | -9% | 17% | 13 | 2 | -30% | ?
Cc1ccc(/C=C/C(=O)OCC(=O)Nc2ccccc2Sc2ccccc2)cc1 | 24% | 6% | 1 | -3 | -2% | ?
CCC(=O)N1N=C2C3CCN(CC3)C2C1c1ccc(C)cc1 (stereo unspecified) | 10% | 14% | -4 | 10 | -3% | 4.1µM*
Cc1oc(-c2ccccc2F)nc1CS(=O)(=O)CC(=O)N1CCN(Cc2ccccc2)CC1 | ? | -25% | -4 | -10 | 2% | ?
COc1ccccc1C(=O)N/N=C1/NC(=O)CC(C(=O)Nc2ccccc2)S1 (stereo unspecified) | -6% | -14% | -3 | -14 | -27% | -10%
O=C1CCCc2c1cc(-c1ccccc1)n2-c1ccccc1 | ? | 8% | 2 | -10 | 6% | 1%
Nn1c(SCc2ccc(Br)cc2)nnc1-c1cccnc1 | 7% | -12% | -1 | -14 | 1% | -7%
COc1ccc(-c2n[nH]c(=S)o2)c(OC)c1 | ? | 10% | -5 | -21 | ? | ·
C/C=C/C=N/NC(=O)CN(c1ccc(Br)cc1)S(=O)(=O)c1ccccc1 | -5% | ? | -8 | -15 | 0% | -30%
CC1=C(C/C=C(\C)CCCC(C)CCCC(C)CCCC(C)C)C(=O)c2ccccc2C1=O (stereo unspecified) | -5% | 11µM* | -1 | 2 | -28% | ?
OC1CCCN(Cc2ccc3c(c2)Cc2ccccc2-3)C1 (stereo unspecified) | -29% | 31%[activator] | 16* | 45 | 0% | 0%

The closing 2 entries of the part before are carried over, then new ones follow.
SMILES | HCV inh | Pf growth 48h | Cycloheximide cs | Shiga toxin inh | FBPA Giardia inh | Pf growth 96h
CC1=C(C/C=C(\C)CCCC(C)CCCC(C)CCCC(C)C)C(=O)c2ccccc2C1=O (stereo unspecified) | -5% | 11µM* | -1 | 2 | -28% | ?
OC1CCCN(Cc2ccc3c(c2)Cc2ccccc2-3)C1 (stereo unspecified) | -29% | 31%[activator] | 16* | 45 | 0% | 0%
O=C1c2cccnc2C(=O)N1Cc1ccc(S(=O)(=O)N2CCOc3ccccc32)cc1 | 3% | 13% | 1 | -8 | · | 72%[activator]
CC(=O)Nc1ccc(N2CCCCC2)c(C(=O)Nc2cccc(C)c2)c1 | ? | ? | 15 | 27 | · | 26%
CCCN(CCC)S(=O)(=O)c1ccc(NC(=O)Cc2cccs2)cc1 | · | · | 1 | 16 | -4% | ?
COc1ccccc1-n1c(SCC(=O)NC2CCS(=O)(=O)C2)nc2cc([N+](=O)[O-])ccc21 (stereo unspecified) | 16% | ? | -3 | -5 | -21% | ?
CC(Sc1nnc(-c2ccc(Cl)cc2Cl)n1Cc1ccccc1)C(=O)Nc1nccs1 (stereo unspecified) | ? | ? | -2 | -19 | 2% | 9.3µM*
COc1ccc(S(=O)(=O)N2CCN(CC(=O)N3CCc4ccccc4C3)CC2)cc1OC | ? | ? | · | · | · | 9.3µM*
CCN(Cc1nc2ccccc2c(=O)[nH]1)Cc1nc2ccsc2c(=O)[nH]1 | 19% | ? | -2 | -14 | 0.79µM* | 1.5µM*
COc1ccc(C2CC(c3ccc(C)cc3)Nc3ncnn32)cc1 (stereo unspecified) | 2% | ? | -1 | -3 | 9% | 2%
Cc1ccc2oc(=O)c3cnn(CC(=O)N(CCC(C)C)Cc4ccco4)c3c2c1 | 3% | · | -7 | -23 | 9% | 90%[activator]
O=C(Nc1nnc(SCCC2OCCO2)s1)C1CC(=O)N(c2ccc(F)cc2)C1 (stereo unspecified) | 16% | ? | 4 | -2 | · | 10µM*
CCN(CC)CCNC(=S)Nc1ccc2nc(N3CCN(CC)CC3)cc(C)c2c1 | ? | 12µM* | -1 | -4 | 1% | -16%
CCOc1ccc(C(CC(=O)O)NC(=O)C23CC4CC(CC(C4)C2)C3)cc1 (stereo unspecified) | 2% | -23% | -1 | -1 | 6% | -1%
CCC1CO/C(=C(\C(=C(Cl)Cl)N2CCOCC2)[N+](=O)[O-])N1 (stereo unspecified) | 9% | 2% | 2 | 28 | 1% | 19%
